Pf gametocyte: P. falciparum stage V gametocyte viability inhibition | P. falciparum stage V gametocytes, ATP luminescence, 24 h | inhibition, % at 10.9 µM | hit rate 0.065% among 150,000;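 active means inhibition above the mean plus 3 SD of compounds within the control limits, set per campaign, cut at about 38% in these data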;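 further: 0% = DMSO wells and 100% = medium only without gametocytes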
GSH fluor: GSH bead compound fluorescence profile; GSH beads flow cytometry, compound fluorescence 488/530 nm; stronger effect = higher value; fluorescence (KMESF) at 10 µM; hit rate 0.25% among 190,000; AID 1776; in the data active means fluorescence above about 89;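 further: glutathione beads carrying GST-tagged Bcl family fusion proteins plus one bare bead set; values are compound well signal with DMSO vehicle wells as background; inactives centre near 16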
Mcl1 Noxa PPI: Mcl-1/Noxa interaction inhibition; Q07820; TR-FRET Mcl-1/Noxa peptide binding, 2 h; inhibition, % at 21.7 µM; hit rate 1.5% among 220,000; AID 1022;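 active means compounds that cut the protein-peptide binding signal by more than 50% relative to plate controls in a single-dose test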;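 further: His-tagged Mcl-1 with rhodamine Noxa BH3 peptide and terbium anti-His antibody; 0% = Mcl-1 plus Noxa peptide wells and 100% = peptide-only wells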
Target sequence (Q07820 whole entry, looked up): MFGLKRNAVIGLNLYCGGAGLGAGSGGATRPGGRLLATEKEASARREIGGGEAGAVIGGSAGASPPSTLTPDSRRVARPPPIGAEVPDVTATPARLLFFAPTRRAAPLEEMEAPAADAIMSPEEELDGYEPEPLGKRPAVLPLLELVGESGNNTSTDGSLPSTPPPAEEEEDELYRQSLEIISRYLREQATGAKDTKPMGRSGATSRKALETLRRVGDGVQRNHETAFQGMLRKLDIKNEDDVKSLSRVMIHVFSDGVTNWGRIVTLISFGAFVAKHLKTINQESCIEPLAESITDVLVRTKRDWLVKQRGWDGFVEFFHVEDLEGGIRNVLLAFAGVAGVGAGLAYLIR
HRas wt GTP: modulators of GTP binding to human HRas wildtype. hit rate 0.14% among 190,000. GTP binding activity, % at 10 µM. GST-Ras wt beads, Bodipy-FL-GTP binding, flow cytometry; actives lie on both sides. P01112;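 active means GTP binding activity at least 20% away from the 100% baseline, either lowered as inhibitor or raised as activator; inconclusive means flagged as likely green fluorescent, judged across all proteins in the well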;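 further: 0% = unlabeled GTP competition control and 100% = no-compound control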
Target sequence (P01112 whole entry, looked up): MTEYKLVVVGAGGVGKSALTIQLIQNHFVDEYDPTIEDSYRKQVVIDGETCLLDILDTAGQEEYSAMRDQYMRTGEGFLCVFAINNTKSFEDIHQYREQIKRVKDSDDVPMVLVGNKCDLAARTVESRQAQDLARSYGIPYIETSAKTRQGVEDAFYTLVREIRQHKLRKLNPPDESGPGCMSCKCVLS
Rab7 wt GTP bind: dog Rab7 wildtype GTP binding, inhibitors and activators; AID 758; hit rate 0.055% among 190,000; GST-Rab7 beads, fluorescent GTP binding, flow cytometry; actives lie on both sides; untreated = 100%, excess cold GTP = 0%; GTP binding activity (percent of control), % at 10 µM;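 active means fluorescent GTP binding to Rab7 beads changed by at least 20 points from the 100% baseline, either direction, mostly lower; inconclusive means compound itself probably fluorescent, or too few beads counted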;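 further: median green fluorescence of bound Bodipy-FL-GTP per Rab7 bead population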
Mcl1-Bid inh: disrupts binding of human Mcl-1 to Bid peptide; Q07820; TR-FRET Mcl-1/Bid-Dy647 peptide binding, 1536-well; inhibition, % at 21.7 µM; hit rate 0.97% among 220,000; AID 1021;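 active means compounds that cut the binding signal by more than half at the single screening dose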;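 further: His-tagged Mcl-1 with europium anti-His antibody binding Bid BH3 peptide; 0% = Mcl-1 plus peptide wells and 100% = peptide-only wells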
Rac1 act GTP bind: alters GTP binding to activated mutant human Rac1. P63000. GST-Rac1 activated beads, fluorescent GTP binding, flow cytometry; actives lie on both sides; 100% means binding = to untreated wells. percent activity (GTP binding), % at 10 µM. hit rate 0.11% among 190,000. AID 764;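 active means GTP binding at least 20 percentage points away from the 100% baseline, in either direction, so actives lie on both sides; inconclusive means Compound likely fluorescent itself, or too few beads counted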
Avidin fluor: avidin bead compound fluorescence profile. Avidin beads, compound fluorescence 488/530 nm, flow cytometry; stronger effect = higher value. fluorescence (KMESF) at 10 µM. hit rate 0.38% among 220,000. AID 1775; in the data active means fluorescence above about 47; further: inactives centre near 10
Cdc42 wt: modulators (inhibitors or activators) of GTP binding to human Cdc42 wildtype | AID 761 | percent activity (GTP binding), % at 10 µM | hit rate 0.2% among 190,000 | GST-Cdc42 beads, Bodipy-GTP binding, flow cytometry; actives lie on both sides | P60953;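 active means percent activity GTP binding at least 20 points away from the 100% baseline, either down as inhibitor or up as activator; inconclusive means compound flagged as likely green fluorescent from well-wide comparison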;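 further: median bead fluorescence of bound Bodipy-FL-GTP at 100 nM; 0% = excess unlabeled GTP control and 100% = no compound control; below 100% means less GTP binding so inhibitor and above means activator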
Target sequence (P60953 whole entry, looked up): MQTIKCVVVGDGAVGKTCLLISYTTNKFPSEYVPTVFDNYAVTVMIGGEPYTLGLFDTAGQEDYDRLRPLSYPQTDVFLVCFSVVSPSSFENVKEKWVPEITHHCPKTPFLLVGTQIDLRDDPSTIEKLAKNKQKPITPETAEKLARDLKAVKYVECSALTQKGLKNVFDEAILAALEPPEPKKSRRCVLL
Rab2A wt mod: changes GTP binding to wildtype dog Rab2A, up or down | P61105 | GST-Rab2 wt beads, Bodipy-GTP binding, flow cytometry | GTP binding activity, % at 10 µM | hit rate 0.19% among 190,000 | AID 760;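 active means GTP binding activity at least 20 points away from 100%, either lowered or raised; inconclusive means signal likely due to the compound's own green fluorescence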;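 further: 0% = beads with excess unlabeled GTP and 100% = no-compound control corrected for plate trend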
Rac1 wt GTP bind: alters GTP binding to wildtype human Rac1; P63000; GST-Rac1 beads, fluorescent GTP binding, flow cytometry; actives lie on both sides; 0 = cold GTP competed, 100 = untreated; GTP binding activity (% of control), % at 10 µM; hit rate 0.27% among 190,000; AID 757;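 active means GTP binding activity at least 20 points away from the 100% control level, either lower or higher; inconclusive means compound flagged as likely green fluorescent, judged across all proteins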
Numbers without * were called inactive; ? = inconclusive; nt = not tested or not shown.

SMILES	Pf gametocyte	GSH fluor	Mcl1 Noxa PPI	HRas wt GTP	Rab7 wt GTP bind	Mcl1-Bid inh	Rac1 act GTP bind	Avidin fluor	Cdc42 wt	Rab2A wt mod	Rac1 wt GTP bind
Cc1ccc(NS(=O)(=O)c2ccc(OCC(=O)NCc3cccnc3)cc2)cc1	7	13	35	96	96	-6	98	1	99	99	100
COc1ccc(-c2csc(N(CC3CCCO3)C(=O)c3cccs3)n2)cc1 (stereo not given)	-5	11	8	96	95	-1	95	17	96	94	98
O=C(NC1CCCCCC1)C1CCN(C(=O)Cc2ccccc2)CC1	nt	14	1	103	104	-23	99	8	100	100	105
Cc1ccc(S(=O)(=O)Nc2cc(=O)[nH]c(SCc3ccc(Cl)cc3)n2)cc1	-1	6	16	96	99	-13	98	3	94	95	102
c1ccc(C2=Nc3ccccc3OC2)cc1	nt	10	18	106	102	-26	100	12	105	102	106
CC(C)Oc1c(Cl)cc(CNC(C)(C)CO)cc1Cl	nt	16	-21	97	101	-14	97	16	96	94	96
O=C(N[C@@H](Cc1ccccc1)C(=O)OCc1ccccc1)c1nc[nH]c1C(=O)NCc1ccccc1	-9	18	-72	95	93	-32	93	6	93	95	95
Cc1ccc(NC(=S)NCc2cccnc2)cc1	nt	16	13	102	101	-11	101	11	100	105	105
Cc1cccc(C(=O)Nc2cccc(C(=O)N/N=C/c3ccncc3)c2)c1	13	9	28	96	94	-11	100	4	99	96	101
O=[N+]([O-])c1cc(S(=O)(=O)N2CCCCC2)ccc1NCCN1CCOCC1	-6	17	12	99	103	-18	97	27	94	101	99
CCOC(=O)c1cc(NC(=O)N2CCCc3ccccc32)c(C)nc1C	nt	24	3	99	98	-4	99	9	101	98	102
CCOC(=O)CNC(=O)/C(=C\c1ccc(F)cc1)NC(=O)c1ccccc1	0	10	-3	96	99	-21	95	10	94	95	99
Cc1cc(Br)ccc1OCCCCNCCO	-17	27	13	101	102	22	98	16	100	100	100
COc1ccc(-c2cc(C(F)(F)F)n3nc(C(=O)NCCCN4CCOCC4)cc3n2)cc1	-75	19	22	?	?	-11	?	10	?	?	?
CCc1cc2c(=O)[nH]c(N3CCOCC3)nc2s1	nt	15	21	101	101	-2	99	5	101	101	106
CCCCNS(=O)(=O)c1ccc2nc(-c3cccs3)cc(C(=O)NCC(OC)OC)c2c1	nt	23	9	100	103	-5	98	6	99	103	102
COc1ccc(Cl)c(NC(=O)Nc2c(C)n(-c3ccccc3)c(=O)n2C)c1	12	13	-7	104	102	0	104	36	108	104	108
CSC(=S)N(C)C1CCS(=O)(=O)C1 (stereo not given)	4	13	-8	101	100	-71	102	3	103	102	104
CC(C)(CCl)C(=O)Nc1ccc(C(F)(F)F)cc1	-1	14	12	94	100	-3	95	7	97	96	93
O=C(Nc1nccc(-c2cccs2)n1)c1ccccc1Cl	1	12	-8	99	99	-34	98	8	101	99	103
Fc1ccc(NC(=S)NCc2ccc3c(c2)OCO3)cc1	-5	18	-6	94	92	-32	95	10	95	96	95
Cc1cc(C)cc(C(=O)N2CC(=O)Nc3ccccc32)c1	nt	26	23	98	97	-4	97	20	98	96	98
CCOC(=O)C1CCN(S(=O)(=O)c2ccc(C(=O)OC)cc2)CC1	18	16	-13	92	92	-4	93	29	91	93	95
O=C(CNC(=S)N(Cc1ccc(F)cc1)C1CCCCC1)NC1CC1	2	13	18	102	103	-94	98	nt	103	102	102
CC(Sc1nc2ccccc2s1)C(=O)NC1CCCc2ccccc21 (stereo not given)	nt	11	0	101	100	-22	100	6	104	100	103
(further entries)
SMILES	Pf gametocyte	GSH fluor	Mcl1 Noxa PPI	HRas wt GTP	Rab7 wt GTP bind	Mcl1-Bid inh	Rac1 act GTP bind	Avidin fluor	Cdc42 wt	Rab2A wt mod	Rac1 wt GTP bind
COc1ccc(Br)cc1S(=O)(=O)NCCN1CCOCC1	3	11	7	95	100	-13	93	10	91	95	91
CN(C)CCNc1nc2c(c(=O)[nH]c(=O)n2C)n1CC(O)COc1ccc(Cl)cc1 (stereo not given)	nt	15	21	102	104	-27	102	14	105	103	107
CCCC(C)C(=O)Nc1ccncc1 (stereo not given)	nt	15	-8	103	97	2	101	4	101	99	104
CCN(CC)c1ccc(NC(=O)Nc2ccccc2C(F)(F)F)cc1	nt	23	16	101	99	-23	100	9	100	100	97
COC(=O)c1c(-c2ccco2)csc1NC(=O)C1CC=CCC1C(=O)O (stereo not given)	nt	33	10	94	93	-25	91	13	95	94	97
O=C(NC1CC1)C1CCN(C2CCN(C(=O)/C=C/c3ccc(F)cc3)CC2)CC1	-12	11	2	100	108	-14	96	3	101	100	100
CCn1c(C)c(C2=CCN(S(=O)(=O)c3ccccc3)CC2)c2ccccc21	-2	7	-8	101	101	-71	100	11	104	106	105
CCOC(=O)c1sc(NC(=O)C2CC=CCC2C(=O)O)nc1C (stereo not given)	nt	11	-3	94	92	-24	95	28	94	95	97
CSc1nc2ncc3c(n2n1)CC1c2ccccc2CCN1C3=O (stereo not given)	15	nt	4	100	101	-16	93	13	98	99	96
O=C(Nc1ccc(N2CCCC2)c(Cl)c1)c1ccc([N+](=O)[O-])o1	2	21	59*	99	95	-45	94	7	99	100	98
COc1ccc(Cl)cc1NC(=O)CNc1ccccc1F	-16	12	-8	100	105	-23	100	17	102	100	102
Cc1nnc(SCC(=O)N/N=C/c2cn(-c3ccccc3)nc2-c2ccccc2)n1-c1ccccc1	3	17	12	97	96	-18	97	6	97	98	100
NC(=S)Cc1nc(-c2ccc(Cl)cc2)cs1	0	14	19	100	97	-14	99	9	100	100	99
Cc1nn(-c2ccccc2)c(Cl)c1/C=N/NC(=O)c1ccco1	9	34	13	98	101	-10	96	13	94	99	99
O=C(c1cccnc1)N1N=C2CCCCCC2C1(O)C(F)(F)F (stereo not given)	nt	19	-4	95	96	-26	94	9	97	96	98
COc1ccc(CSC2=NCCN2)cc1Cl	nt	9	9	101	104	-9	96	13	101	102	99
Cc1cccc(NC(=O)c2cnn(C)c2)c1C	nt	12	2	101	103	-18	98	9	101	99	100
CSc1ccc(S(=O)(=O)N(CC(=O)NN=C2CCN(C)CC2)c2ccc(C)cc2)cc1	8	11	-14	97	102	-16	96	63*	99	98	97
O=C(Nc1nc(-c2cc3ccccc3oc2=O)cs1)c1ccc(Br)o1	-8	36	2	96	99	-25	90	31	93	92	95
C=CCNC(=S)N/N=C/c1ccc(OCc2ccccc2Cl)cc1	nt	11	27	101	98	4	101	8	104	101	108
COc1cc(SC#N)ccc1N=Cc1c(C)[nH]n(-c2ccc(Cl)cc2)c1=O	-23	20	26	94	97	29	96	9	95	90	93
Cc1nn(Cc2cccc(C(=O)N3CCCC(C)C3)c2)c(C)c1[N+](=O)[O-] (stereo not given)	-4	13	1	101	101	-13	103	6	105	101	104
O=C(CSc1cn(Cc2ccccc2)c2ccccc12)Nc1nccs1	nt	13	-9	99	101	-19	97	6	101	99	104
CC(C)c1ccc(NC(=O)C(c2ccc3c(c2)OCO3)N2CCC3(CC2)OCCO3)cc1 (stereo not given)	nt	22	-10	100	98	-31	98	29	101	100	104
Cc1ccccc1-n1nnnc1SCCCC(=O)c1ccc(F)cc1	1	11	-16	98	98	-32	94	4	102	98	102
New compounds follow:
SMILES	Pf gametocyte	GSH fluor	Mcl1 Noxa PPI	HRas wt GTP	Rab7 wt GTP bind	Mcl1-Bid inh	Rac1 act GTP bind	Avidin fluor	Cdc42 wt	Rab2A wt mod	Rac1 wt GTP bind
CCOC(=O)c1sc(-c2cccc([N+](=O)[O-])c2)cc1N	-10	14	16	101	103	-23	96	14	97	99	101
Cc1cccc(-n2c(=O)c3c4c(sc3n3c(=S)[nH]nc23)CCC4)c1	-1	8	9	90	92	-48	91	16	92	93	92
Cc1ccc(Cn2c(=O)cc(C(=O)O)c3ccccc32)cc1	nt	23	15	96	97	15	94	24	96	94	100
COCC(=O)N(CCc1ccc(OC)c(OC)c1)Cc1nc2ccccc2c(=O)[nH]1	nt	18	-13	99	100	-24	98	4	98	99	100
CCCOc1ccc(CN(CCO)CCO)cc1[N+](=O)[O-]	-6	13	9	103	102	-5	102	11	104	101	109
CCOC(=O)c1ccc(NC(=O)CSc2nnc(Cc3cccs3)n2C)cc1	nt	33	11	101	100	-16	97	9	100	100	103
CCN(CC)C(C(=O)Nc1ccc(C(C)C)cc1)c1ccc2c(c1)OCO2 (stereo not given)	nt	13	7	101	98	-7	100	7	103	100	101
CCc1ccc(OCC(=O)NC(=S)Nc2cccc(CO)c2)c(Br)c1	nt	11	11	99	97	-14	100	5	98	100	106
Nc1nnc2c(n1)CCCC2	8	76	1	99	99	-6	97	6	99	97	101
Cc1cccc(NC(=O)CSc2nc3ccc(N4C(=O)c5ccccc5C4=O)cc3s2)c1C	16	21	-3	107	107	1	105	39	105	109	105
COCCN1Cc2cccc(C(=O)Nc3ccc4c(c3)OCCO4)c2C1=O	nt	20	17	98	97	-12	97	8	97	99	100
COc1ccc(F)cc1C(=O)C1CCCN(C(=O)c2cccc(N(C)C)c2)C1 (stereo not given)	-6	12	14	99	106	-24	96	4	99	99	102
CCOC(=O)c1cn(-c2ccc(F)c(F)c2)c2c(F)c(F)c(F)c(F)c2c1=O	nt	11	-5	101	101	-23	100	16	101	97	104
COc1cccc(-n2sc3c(c2=S)-c2cc(OC)ccc2NC3(C)C)c1	nt	30	15	96	99	-41	94	12	95	99	99
CCc1ccc(OCc2nnc(SCC(=O)N3CCOCC3)o2)cc1	nt	12	12	94	91	-3	96	9	100	96	101
CNC(=O)C(NC(=O)Nc1ccc(C)cc1)C(C)(C)C (stereo not given)	nt	11	-3	95	96	-23	95	9	96	97	96
CC(C)(CNC(=O)c1cc2ccccc2o1)N1CCOCC1	nt	26	14	104	102	-56	99	5	105	102	105
Cc1c(C)n(C)c2ccc(C(=O)NCc3cccs3)cc12	nt	20	7	100	98	-18	100	9	101	99	105
O=C1c2cccnc2C(=O)N1Cc1ccco1	nt	46	-2	104	104	-38	100	6	107	103	115
COC(=O)c1c(C)c2c(C)cc3ccccn3c-2c1C(=O)OC	nt	21	23	97	95	-57	96	13	95	92	97
CCOc1cccc2cc(-c3cn4cc(C)ccc4n3)c(=O)oc12	nt	15	12	101	105	80*	98	13	100	100	100
Cc1ccc(S(=O)(=O)NC(CC(C)C)C(=O)N2CCC(C)CC2)cc1 (stereo not given)	23	22	6	99	103	-33	95	15	98	100	101
Nc1cc(-c2ccc(Br)cc2)nn1S(=O)(=O)c1cccc2nsnc12	nt	18	7	103	104	0	100	7	102	101	106
Cc1ccccc1C(=O)NC(C)C(c1cccs1)N1CCOCC1 (stereo not given)	nt	19	-8	99	100	-20	99	5	102	99	101

Screening data deposited in PubChem BioAssay by several laboratories.
